# CXCR6 block = CXCR6 receptor inhibitors, primary screen, cell-based, beta-arrestin, luminescence, CHO-K1 PathHunter, 1536-well. C-X-C chemokine receptor type 6 (Homo sapiens), O00574. inhibition, % at 20 µM. 360,000 compounds, 0.36% hits. AID 602244, 2012; in the data active = inhibition above about 34%, passing the limit was not always enough;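 note: antagonist mode with CXCL16 agonist at 10 nM final; 0% = 10 nM CXCL16 with DMSO and 100% = unstimulated wells without agonist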
# Target sequence (O00574 whole entry, looked up): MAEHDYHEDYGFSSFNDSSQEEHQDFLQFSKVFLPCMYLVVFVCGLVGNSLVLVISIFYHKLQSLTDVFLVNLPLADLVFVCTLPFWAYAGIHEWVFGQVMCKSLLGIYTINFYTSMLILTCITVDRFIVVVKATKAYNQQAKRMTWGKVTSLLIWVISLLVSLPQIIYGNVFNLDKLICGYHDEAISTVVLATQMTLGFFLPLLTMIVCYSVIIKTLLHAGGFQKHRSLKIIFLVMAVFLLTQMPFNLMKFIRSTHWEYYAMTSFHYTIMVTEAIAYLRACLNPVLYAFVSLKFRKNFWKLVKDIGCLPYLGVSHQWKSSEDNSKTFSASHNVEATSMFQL
# Numbers without * were called inactive. These rows are one share of the data; rates above refer to the full screens.
CXCR6 block	smiles
-6.7	Cc1cccc(CN2CCN(C3CN(Cc4ccc([N+](=O)[O-])cc4)S(=O)(=O)C3)CC2)c1 (stereo unspecified)
2.2	S=C1NC[C@H](Cc2ccccc2)N1CC1CCN(CCCCc2ccccc2)CC1
3.9	CC(=O)Nc1cnc(-c2cccc(C(=O)N(C)C)c2)cn1
6.5	COC(=O)c1ccc2nc(-c3ccccc3)c(Cc3ccsc3)n2c1
3.3	CCN(CC)CCCC(C)n1c(C)cc(C(=O)NS(=O)(=O)c2ccc(C)cc2)c1C (stereo unspecified)
4.3	N#Cc1ccc(CN(Nc2ccccc2)c2ccccc2)cc1
-5.1	Cc1ccc(-c2cnc(C(O)c3ccc(C)cc3)[nH]2)cc1 (stereo unspecified)
6.9	CC1(C(=O)Nc2nccs2)CCN1C(=O)C1(c2ccccc2)CC1 (stereo unspecified)
20.0	CC1=C(C(=O)N(C(C)C)C(C)C)CC(CC(=O)NCc2cccc3ccccc23)C(=O)N1CCC1=CCCCC1 (stereo unspecified)
0.3	CN(C)C(=O)c1cccc(-c2cnc3c(NC=O)cc(-c4ccccc4F)cn23)c1
-4.5	COc1cc(F)ccc1-c1csc(C(C)(O)c2ccc(F)c(F)c2)n1 (stereo unspecified)
-0.2	CCCCSc1nc(N)nc2c1ncn2C1OC(CO)C(O)C1O (stereo unspecified)
-2.4	COc1cccc(-c2nnc(NC(=O)CCS(=O)(=O)c3ccc(F)cc3)o2)c1
1.3	NCC(=O)NCC(=O)NC[C@H]1O[C@@H](n2ccc(=O)[nH]c2=O)[C@H](O)[C@@H]1O
7.0	COc1ccc(C(=S)N2CCN(c3ccccc3C)CC2)cc1OC
2.1	Fc1ccc(CNc2ccc(CNc3ncn[nH]3)cc2)cc1
5.5	O=C(Nc1cccc2ccccc12)c1csc([C@@H]2O[C@H](CO)[C@@H](O)[C@H]2O)n1
-2.7	CC(=O)c1cccc(-c2ccc3c(c2)C(C)(Cc2ccccc2F)C(=O)N3)c1 (stereo unspecified)
-0.1	COc1ccccc1Cc1c(-c2ccccc2)nc2ccc(Cl)cn12
-6.8	Clc1ccccc1NN(Cc1ccncc1)c1ccccc1Cl
5.5	C[C@H](O)[C@@H]1CN2CCc3c([nH]c4ccccc34)[C@@H]2C[C@@H]1N(C)C(=S)Nc1ccc(C#N)cc1
5.8	COc1ccccc1C(=O)NNC(=O)c1ccc2ccccc2c1O
-4.7	O=C(NCc1ccccc1)N(Cc1cc2cc3c(cc2[nH]c1=O)OCCO3)CC1CCCO1 (stereo unspecified)
4.6	NS(=O)(=O)c1cccc(NC(=O)CSc2n[nH]c(-c3ccccc3Br)n2)c1

# 3 structures out of the list, sorted by molar mass, smallest number first.
CXCR6 block	smiles
6.5	COC(=O)c1ccc2nc(-c3ccccc3)c(Cc3ccsc3)n2c1
-2.4	COc1cccc(-c2nnc(NC(=O)CCS(=O)(=O)c3ccc(F)cc3)o2)c1
-4.7	O=C(NCc1ccccc1)N(Cc1cc2cc3c(cc2[nH]c1=O)OCCO3)CC1CCCO1 (stereo unspecified)

# Carrying on:
CXCR6 block	smiles
-13.2	COc1ccccc1NC(=S)NN=C(C)c1ccccn1
-10.3	COC(=O)c1cc(S(=O)(=O)NCC(C)c2ccccc2)c[nH]1 (stereo unspecified)
-0.6	CC(O)(c1cccnc1)c1nc(/C=C/c2ccccc2)cs1 (stereo unspecified)
-4.1	Cc1nn(-c2ccncc2)c2c1C(=O)CC(C)(C)C2Br (stereo unspecified)
11.2	CCN(CC)S(=O)(=O)c1cccc(NC(=O)c2ccc(S(=O)(=O)N3CCCC3)cc2)c1
1.9	COc1ccc(N2CCN(C(=O)COC(=O)[C@@H](NC(=O)c3ccccc3Cl)C(C)C)CC2)cc1
1.4	Cc1ccc(CN2CC(C(=O)Nc3nc(C)cs3)CC2=O)cc1 (stereo unspecified)
-2.6	CCCCOc1ccc(S(=O)(=O)NC(=O)C2(C)CCN2C(=O)c2c(C)noc2C)cc1 (stereo unspecified)
-0.1	CC(C)C[C@H]1CN(CCCC[C@@H]2CNC(=O)C(=O)N2CC2CCCCC2)C(=O)C(=O)N1CCc1ccccc1
19.7	O=C(/C=C1\C(=O)Nc2ccccc21)/C=C1\C(=O)Nc2ccccc21
-4.5	O=P1(NC2CCCCC2)OCC2(CO1)COP(=O)(NC1CCCCC1)OC2 (stereo unspecified)
2.5	Nc1nc(SCc2ccccc2)cc(SCc2ccccc2)n1

# Structures from the list above that have an aryl thioether with sulfur outside any ring:
CXCR6 block	smiles
-0.2	CCCCSc1nc(N)nc2c1ncn2C1OC(CO)C(O)C1O (stereo unspecified)
4.6	NS(=O)(=O)c1cccc(NC(=O)CSc2n[nH]c(-c3ccccc3Br)n2)c1
2.5	Nc1nc(SCc2ccccc2)cc(SCc2ccccc2)n1

# The listing continues.
CXCR6 block	smiles
-1.2	Nc1nc(SCc2ccccc2)c2ncn(C3CCCO3)c2n1 (stereo unspecified)
7.5	O=C(NNc1ccccc1)OCc1ccccc1
9.5	Cc1cccc(Oc2ncccc2[N+](=O)[O-])c1C
-3.7	COc1cc(CNc2ncnc3c2ncn3[C@H]2CN(Cc3ccc(Cl)cc3)C[C@@H](CO)O2)cc(OC)c1OC
-6.2	CCOC(=O)C1CCCN(C(=O)c2ccc(F)c(C)c2)CC1 (stereo unspecified)
-2.2	CCCCN(CCCC)c1nn[nH]n1
5.9	CCc1nc2c(OCc3ccc(Cl)cc3Cl)cccn2c1N(C)C(=O)C1CC1
-3.6	Cc1ccc(C(O)c2ncc(-c3ccccc3Cl)[nH]2)c(C)c1 (stereo unspecified)
-4.7	Cc1ccc(NC(=O)C2(C)CCN2C(=O)C2CCCCC2)cc1C (stereo unspecified)
3.3	COc1cc(NS(=O)(=O)c2ccc(-n3cccn3)cc2)cc(OC)c1
-2.6	Cc1ccc(-c2cnc(C(O)c3cccc(Cl)c3)[nH]2)cc1 (stereo unspecified)
4.3	CCOC(=O)C1(NC(=O)C2(N3C(=O)c4ccccc4C3=O)CCCC2)CCCC1
0.8	CC(C)(C)Cc1c(-c2ccccc2)nc2ccc(Cl)cn12
-12.1	NC(c1cccc(F)c1)c1nc(-c2ccc(Cl)cc2)cs1 (stereo unspecified)
-22.1	COCCNC(=O)c1cc2c(c(-c3cccc(-c4cc5ccccc5o4)c3)n1)[C@@H](CCO)N(S(=O)C(C)(C)C)C2 (stereo partly specified)
-0.7	Cc1cc(C(C)(C)C)ccc1Oc1cccc2c1S(=O)(=O)N(C1CCCC1)CC(COCc1ccccc1)O2 (stereo unspecified)
-4.9	COc1ccc(NC(=O)c2ccc(NC(=O)c3cccnc3)cc2)cc1
-0.3	NC(=O)c1cccc(-c2cccc3nccn23)c1
1.0	C[C@@H]1CN([C@H](C)CO)C(=O)Cc2cc(NC(=O)CCC(F)(F)F)ccc2O[C@@H]1CN(C)S(=O)(=O)c1ccccc1
-5.8	C#CCNC(=O)c1cc2c(Br)ccc(Br)c2nc1N
5.4	FC(F)(F)c1ccccc1Cc1c(C2CCCCC2)nc2c3ccccc3ccn12
-2.1	N#CC(C#N)=C1CCCc2sccc21
-1.9	COCCNC(=O)C1(C)CCCN(C(=O)c2ccc(C(F)(F)F)cc2)C1 (stereo unspecified)
5.9	O=C(NCCc1ccccc1F)C1CC(=O)N(c2cccc(C(F)(F)F)c2)C1 (stereo unspecified)
3.6	CCOC(=O)C1(C)C(=O)CC2c3nc4ccccc4cc3CN2C1=O (stereo unspecified)
2.6	CN(Cc1ccccc1)C(=O)CCC1CCN(C(=O)c2ccco2)CC1
-9.7	CC(C)(C)OC(=O)N1CCC(C(=O)Nc2cccc(C(=O)NCCCc3ccccc3)c2)CC1
5.3	C=C1C(=O)OC2C1CCC(C)=CCCC1(C)OC21 (stereo unspecified)
-5.0	CC1=C(C(=O)N(C(C)C)C(C)C)CC(CC(=O)NCCc2ccccn2)C(=O)N1Cc1ccccc1 (stereo unspecified)
1.2	COc1ccc(C(C)(O)c2nc(-c3ccccc3)cs2)cc1 (stereo unspecified)
5.9	CCCCn1c(O)c2n(c1=O)Cc1ccccc1N=C2c1ccccc1
13.3	O=C1C(c2ccccc2)c2ccccc2N1Cc1ccccc1 (stereo unspecified)
-7.5	CN1CCN(c2cc(-c3cccc(C(=O)O)c3)nc3ccnn23)CC1
-23.7	NC(Cc1ccc(Cl)cc1)c1csc(NC(=O)Nc2ccccc2-c2ccccc2)n1 (stereo unspecified)
-0.4	C[C@H]1CN([C@@H](C)CO)C(=O)c2cc(Br)cnc2O[C@H]1CN(C)C(=O)C1CCC1
-4.1	COc1ccc([C@H]2C[C@H](O)[C@@H](n3cc(-c4ccc(F)cc4)nn3)CN2Cc2cccs2)cc1

# Retrieved by structure from above (four):
CXCR6 block	smiles
1.2	COc1ccc(C(C)(O)c2nc(-c3ccccc3)cs2)cc1 (stereo unspecified)
-9.7	CC(C)(C)OC(=O)N1CCC(C(=O)Nc2cccc(C(=O)NCCCc3ccccc3)c2)CC1
-5.0	CC1=C(C(=O)N(C(C)C)C(C)C)CC(CC(=O)NCCc2ccccn2)C(=O)N1Cc1ccccc1 (stereo unspecified)
-0.4	C[C@H]1CN([C@@H](C)CO)C(=O)c2cc(Br)cnc2O[C@H]1CN(C)C(=O)C1CCC1

# Carrying on.
CXCR6 block	smiles
4.2	O=C1C[C@@H]2c3c(cccc3CN1Cc1ccccc1Cl)C[C@@H](O)[C@H]2O
10.3	N#Cc1cccc(NC(=O)c2cc(C3CCCCN3C(=O)CCCc3ccccc3)on2)c1 (stereo unspecified)
-5.6	Cc1cn([C@H]2C[C@H](O)[C@@H](/C=C/C(=O)NCc3ccco3)O2)c(=O)[nH]c1=O
2.6	CCOC(=O)[C@]12CCCC=C1N(Cc1ccc3c(c1)OCO3)C(=O)[C@H](CC(=O)N1CCN(C(=O)c3ccco3)CC1)C2
-10.9	CCN(CC)CCN1C(=O)C(=O)/C(=C(/O)c2ccc(Cl)cc2)C1c1ccncc1 (stereo unspecified)
-6.2	Cc1ccc(S(=O)(=O)NC(=O)C2(C)CCN2C(=O)CC2CCCC2)nc1 (stereo unspecified)
-4.3	CC1(C(=O)NS(=O)(=O)c2ccc(Cl)cc2)CCN1C(=O)CCC1CCCC1 (stereo unspecified)
-2.5	CCCCCCN1C[C@@H](n2cc(-c3ccc(F)cc3)nn2)[C@H](O)C[C@@H]1c1ccc(OC)cc1
0.1	C=C(C)COC(=O)C1CC2OC2CC1C(=O)OCC(=C)C (stereo unspecified)
-6.9	CC1(C(=O)NS(=O)(=O)C2CC2)CCCN(C(=O)c2ccccc2)C1 (stereo unspecified)
0.8	CCC(C)NC(=O)CSc1nc2cc3c(cc2c(=O)n1Cc1ccco1)OCO3 (stereo unspecified)
-1.1	COc1ccc(-c2cnc3c(NC(C)=O)cc(-c4cccc(C(=O)NCCN(C)C)c4)cn23)cc1OC
2.8	COc1ccc2oc(=O)cc(CN3CCN(Cc4ccccc4)CC3)c2c1
-1.4	CC(=O)N1CCN(C(=O)c2[nH]c(C(F)(F)F)nc2-c2ccccc2)CC1
0.7	CCC(c1ccccc1)c1noc(CCN(CC)CC)n1 (stereo unspecified)
5.4	CC(=O)Nc1cccc(OCc2cccc([N+](=O)[O-])c2)c1
1.3	CCC(C)(C)NC(=O)C(c1cccn1C)N(Cc1ccccc1)C(=O)Cn1nnc2ccccc21 (stereo unspecified)
2.7	Cc1ccc(NC(=O)CN(C2=NC3CS(=O)(=O)CC3S2)c2ccccc2)cc1 (stereo unspecified)
18.7	CCCCCCCN(c1ccccc1)[C@@H]1C[C@H]2CCCC(=O)N3CC[C@@H](C1)[C@@H]23
-2.2	O=C(O)COc1ccc(NC(=O)c2ccc3c(c2)C(=O)N(CC2CCCO2)C3=O)cc1 (stereo unspecified)
5.3	O=S(=O)(Cc1ccc(Cl)cc1Cl)c1ccc(Cl)cc1
5.2	CN(CCC#N)c1ccc(C=C(C#N)c2cccc(C(F)(F)F)c2)cc1
10.5	CCOC(=O)C(Cc1c[nH]c2cc([N+](=O)[O-])ccc12)(NC(C)=O)C(=O)OCC
12.5	COc1ccccc1COc1cccn2c(N(C)C(=O)CCC3CCCC3)c(C)nc12
2.0	CC(S(=O)(=O)c1ccccc1)S(=O)(=O)c1ccccc1
-2.8	Clc1cccc(-c2nc3ccc(Cl)cn3c2Cc2ccsc2)c1
1.0	C=C1C(=O)OC2C=C(CO)C3OC3C3OC3(C)CC(OC(=O)/C(=C/C)COC(C)=O)C12 (stereo unspecified)
-23.1	C/C(CC(=O)NC1CCCC1)=N\NC(=O)c1ccc([N+](=O)[O-])c(Cl)c1
2.6	Cc1cc2cc(C(c3nnnn3CC3CCCO3)N3CCCc4ccccc43)c(=O)[nH]c2cc1C (stereo unspecified)
-7.6	CC1(C)CC(=O)C=C(C(=O)N2CCCC(C(=O)c3cc(F)ccc3F)C2)O1 (stereo unspecified)
-8.3	CC(C)(C)OC(=O)N(CC1CCNCC1)C(=O)c1[nH]c(C(F)(F)F)nc1-c1ccccc1
3.6	OC(c1ccc(Cl)c(F)c1)c1ncc(-c2ccc(F)cc2)[nH]1 (stereo unspecified)
-12.6	CC1(C(=O)NNC(=O)c2cccc([N+](=O)[O-])c2)CC1Br (stereo unspecified)
-9.9	CCN(CC)CC1CN(N=Cc2ccc([N+](=O)[O-])o2)C(=O)O1 (stereo unspecified)
-3.6	CN(Cc1ccc2c(c1)CCCN2C)C(=O)[C@H]1O[C@@H](n2cnc3c(N)ncnc32)[C@H](O)[C@@H]1O
-4.6	CC1(C(=O)NS(=O)(=O)c2ccccc2)CCN1C(=O)CCc1ccccc1 (stereo unspecified)
2.0	CC1(C(=O)Nc2cccc(Oc3ccccc3)c2)CCN1Cc1ccccc1OC(F)F (stereo unspecified)
-5.9	O=C(Oc1ccc(Nc2ncnc3ccccc23)cc1)c1cccnc1
10.3	Cc1cccnc1C(NC(=O)C1CCN(CCCc2ccccc2)CC1)c1ccc(Cl)cc1 (stereo unspecified)

# Screening results from PubChem BioAssay.
